Screening results deposited in PubChem BioAssay by National Center for Advancing Translational Sciences (NCATS).
SW480 rerep – DNA re-replication induction in SW480 cells. AID 624297. Potency, µM (titrated, usually from 46.1 µM), without a hit: at the highest dose re-replication activation, hits mostly activators. hit rate 1.8% among 340,000. SW480 DNA re-replication, Hoechst DNA content imaging, 48 h; also: potency is read from the fitted curve at half-maximal effect; % of control where 0% means no effect; nearly all actives have a fitted effect of over 55% in size
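Per well, 250 cells were exposed to pinned compound for 48 hr. Nuclear DNA was visualised with Hoechst (40 min, 37 C) and total object intensity recorded by fluorescence scanning.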
MCF10A rerep – inducers of DNA re-replication in MCF 10A breast cells. Potency, µM (top dose mostly 46.1 µM), inactives show top-dose activity, positive = re-replication, actives largely listed as activators. MCF 10A DNA re-replication, Hoechst nuclear intensity, 48 h. hit rate 2.9% among 350,000. AID 624296; also: potency is read from the fitted curve at half-maximal effect; % of control where 0% means no effect; nearly all actives have a fitted effect of over 50% in size
HT1080NT lethal – kills 2HG-producing HT-1080-NT fibrosarcoma cells; HT-1080-NT fibrosarcoma viability, CellTiter-Glo ATP luminescence, 48 h; Potency, µM (highest dose often 46.1 µM), for inactives: at the top dose activity, negative = less viability, most hits filed as cytotoxic; hit rate 1.6% among 360,000; AID 686970;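 also: NT is the 2HG producing partner of a matched IDH1 knockdown line; potency is read from the fitted curve at half-maximal effect; 0% = DMSO-treated cells and -100% = media-only wells without cells; nearly all actives have a fitted effect of over 55% in size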
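Read-out is CellTiter-Glo luminescence after 10 minutes at room temperature, following 48 hours' compound treatment of HT-1080-NT cells (750 cells/well, RPMI, 5% FBS, 37 degrees C).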
IL-1B inflam inh – blocks inflammasome-driven IL-1 beta release; THP-1 LPS/ATP IL-1B secretion, AlphaLISA, 16 h; active compounds read low; hit rate 4.7% among 360,000; activity change, % at 57.5 µM; in the data active = activity change below about -50%; inconclusive = mostly about -30% to -49%; also: % is scaled to controls: 0 for no effect and ±100 for the full control effect
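Secreted IL-1B measured by AlphaLISA bead assay after 16 h compound exposure of THP-1 cells; compounds (final up to 57.5 uM) added 1 h before LPS (250 ng/mL) and ATP (1.25 mM) stimulation; lower signal means less secretion.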
ATXN2 expr inh – inhibitors of ATXN2 expression | AID 1745845 | HEK-293 ATXN2-luciferase reporter, luminescence, 24 h | Potency, µM (highest dose often 57 µM), inactives show at the highest dose activity change, negative = inhibition, usual class: inhibitors | hit rate 0.72% among 360,000; also: potency is read from the fitted curve at half-maximal effect; % is scaled to controls: 0 for no effect and ±100 for the full control effect; nearly all actives have a fitted effect of over 55% in size
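qHTS (up to 57 uM final) was run with 24 h compound exposure of reporter cells at 37 °C. Each well was multiplexed: SteadyGlo luminescence measured ATXN2-luciferase expression after a fluorogenic Gly-Phe-AFC viability readout (25 uM final).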
HT1080 IDH1KD tx – HT-1080 IDH1 knockdown cell toxicity (counter line); hit rate 2% among 360,000; Potency, µM (titrated, usually from 46.1 µM), inactives show at the top dose activity, negative = toxicity, usual class: cytotoxic; HT-1080 IDH1 knockdown viability, ATP luminescence, 48 h; AID 686971;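 also: potency is read from the fitted curve at half-maximal effect; 0% = DMSO wells and -100% = cell-free medium wells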
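In this qHTS, HT-1080 cells depleted of IDH1 are exposed for 48 h at 37 °C to compound titrations. Toxicity is scored from CellTiter-Glo luminescence, with DMSO as full viability and medium alone as none.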
ATXN viability – cell viability loss in ATXN counter-screen. S2 cells (HEK-293 line with an ATXN2-luciferase reporter) viability, CellTiter-Fluor protease fluorescence, 24 h. Potency, µM (top dose mostly 56.7 µM), actives largely listed as cytotoxic. hit rate 0.49% among 400,000. AID 651635; also: potency is read from the fitted curve at half-maximal effect; nearly all actives have a fitted effect of over 40% in size
KB-3-1 cytotox – kills parental KB-3-1 adenocarcinoma cells; KB-3-1 viability, CellTiter-Glo ATP luminescence, 72 h; Potency, µM (titrated, usually from 46.1 µM), for the others: at the top dose activity change, negative = cytotoxic, hits mostly cytotoxic; hit rate 1.4% among 400,000; AID 1347075; also: potency is read from the fitted curve at half-maximal effect; % is scaled to controls: 0 for no effect and ±100 for the full control effect; nearly all actives have a fitted effect of over 60% in size
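Cytotoxicity in the drug-sensitive parental line KB-3-1 was scored as loss of CellTiter-Glo luminescence following 72 h incubation with compound. Values come from curve fitting of normalized concentration-response data.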
KB-V1 cytotox – KB-V1 MDR subline cytotoxicity; KB-V1 MDR cells viability, CellTiter-Glo, 72 h; hit rate 3.4% among 400,000; AID 1347076; Potency, µM (series often up to 46.1 µM), without a hit: at the top dose activity change, negative = cytotoxicity, hits mostly cytotoxic; also: potency is read from the fitted curve at half-maximal effect; % is scaled to controls: 0 for no effect and ±100 for the full control effect; nearly all actives have a fitted effect of over 60% in size
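Compound-treated KB-V1 multidrug-resistant cells, 72 h, 37 degrees C; viability by CellTiter-Glo. Fitted qHTS curves give the values.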
An asterisk follows results filed as active; i = inactive; ? = inconclusive; / = no result given; [ ] = dose if it differs, or a comment. Unless noted, calls follow the shape of the dose curve; as a rule, active = well fitted curve in the direction sought with a large enough effect; inconclusive = small, poorly fitted or top-dose-only effect, or another doubt; inactive = no such curve, though single readings can be large; an effect the other way counts as inactive or inconclusive.

| SMILES | SW480 rerep | MCF10A rerep | HT1080NT lethal | IL-1B inflam inh | ATXN2 expr inh | HT1080 IDH1KD tx | ATXN viability | KB-3-1 cytotox | KB-V1 cytotox |
| --- | --- | --- | --- | --- | --- | --- | --- | --- | --- |
| COc1cccc(N2CC(C(=O)Nc3nnc(SCC(=O)NCC4CCCO4)s3)CC2=O)c1 (stereo not given) | 5% | 1% | -1% | 17 | 3% | 8% | i | / | / |
| CCNC(=O)NCCNC(=O)c1cc(OCC(F)(F)F)ccc1OCC(F)(F)F | 5% | -4% | 22% | 5 | -1% | 26% | i | -17% | 3% |
| C#CCOCCOCCOCCNc1nc(N2CCOCC2)nc(N2CCN(C(=O)[C@H](CC(N)=O)n3cc(C(N)[C@@H](C)CC)nn3)CC2)n1 (stereo not given in full) | -25% | ? | 2% | -11 | 3% | 0% | i | 15% | 24% |
| COc1ccc(C(CC(=O)NCc2ccco2)c2ccc(F)cc2)cc1 (stereo not given) | -13% | 0% | 1% | -3 | / | -4% | / | -1% | -30% |
| O=C(NCCC1CCCCN1S(=O)(=O)c1cccs1)C(=O)Nc1ccccc1F (stereo not given) | 17% | ? | 5% | 4 | -14% | 6% | i | -7% | 9% |
| COc1ccc(C(=O)Nc2cccc(-c3ccc(N4CCOCC4)nn3)c2)cc1 | -3% | -1% | 1% | -7 | 22% | -1% | ? | ? | -24% |
| Cc1nonc1-c1ccc2c(c1)OCO2 | 6% | -1% | 1% | 3 | / | -1% | ? | -10% | ? |
| O=C(CNC(=O)C1COc2ccccc2O1)N/N=C\c1cccc(O)c1 (stereo not given) | / | -3% | 13% | 0 | 0% | 11% | i | 16% | 0% |
| CCSc1nnc(NC(=O)C2CCN(S(=O)(=O)c3ccccc3C(F)(F)F)CC2)s1 | -1% | 0% | 1% | -3 | -36% | -5% | i | ? | -18% |
| CCN(CCCNC(=O)C1CCN(S(=O)(=O)N2CCOCC2)CC1)c1cccc(C)c1 | -1% | 5% | 1% | -13 | -11% | 0% | i | 0% | -11% |
| COc1ccc(CNC(=O)c2nccnc2CO)cc1 | -3% | 0% | -4% | 43 | 7% | 10% | i | 7% | 0% |
| O=C(COc1ncnc2c1cnn2-c1ccccc1)Nc1ccc(S(=O)(=O)N2CCCCC2)cc1 | -1% | 3% | -18% | 0 | 0% | -17% | i | -13% | 21µM* |
| O=C1/C(=C\c2ccc(O)c(O)c2)SC(=S)N1Cc1ccccc1 | ? | 12% | ? | -87* | ? | ? | 28µM* | ? | ? |
| Cc1cc(=O)oc2c(C)c(OCC(=O)Nc3cccnc3)ccc12 | -2% | 0% | 10% | -3 | 33%[activator] | 16% | i | 3% | -4% |
| CCn1cc(/C=C/C(=O)c2ccc(O)cc2)c(C)n1 | -7% | 1% | 7% | -81* | 112%[activator] | 3% | i | -10% | -24% |
| COc1ccc(-n2nc(C(=O)NCC(=O)N3CCN(c4cccc(Cl)c4)CC3)c3ccccc3c2=O)c(OC)c1 | 6% | 11% | -10% | -5 | -3% | -11% | i | 5% | 12µM* |
| COc1ccc(/C=C/C(=O)NC(=S)NN2CCCCC2c2cccnc2)cc1OC (stereo not given) | 19% | -3% | -7% | 4 | -3%[11.3 µM] | -7% | i | -2% | -15% |
| Cc1ccc(CNC(=O)c2cc3c(=O)n4ccccc4nc3n(Cc3ccco3)c2=N)cc1 | 16µM* | 7.9µM* | -9% | -94* | -27% | -7% | i | -3% | 0% |
| COc1ccccc1NC(=O)c1nn(-c2ccc(F)c(F)c2)ccc1=O | -3% | -4% | 14% | ? | -11% | 9% | i | 17% | -9% |
| CSc1ccccc1C(=O)NCCSc1ccccc1 | -2% | 20% | 19% | -24 | 13% | 8% | i | -1% | 18µM* |
| CN(C)S(=O)(=O)c1cccc(NC(=O)COC(=O)c2ccc([N+](=O)[O-])o2)c1 | 14% | -62%[inhibitor] | -4% | -18 | -5% | 5% | i | ? | 5% |
| CCC(C)(C)C1CCC(NC(=O)c2ccc(S(=O)(=O)N3CCOCC3)cc2)CC1 (stereo not given) | -3% | 6.5µM* | 1%[9.24 µM] | -2 | -18% | -28% | i | ? | -3% |
| Cc1cc(C)c(C#N)c(SCC(=O)Nc2ccccc2)n1 | -1% | 10% | 20% | -12 | 53%[activator] | 14% | i | 23% | -18% |
| CCOC(=O)c1sc(NC(=O)c2cc3c(s2)CCC(C)C3)nc1C (stereo not given) | 3% | 5% | 6% | -4 | -22% | 4% | i | -1% | -11% |
| COc1ccc(CC(=O)NNS(=O)(=O)c2ccc(F)cc2)cc1 | 22% | -1% | -2% | 15 | -5% | 4% | i | -9% | 0% |
| COc1ccc2c(c1OC)C(=O)N1c3ccccc3C(=O)N(c3ccccc3F)C21 (stereo not given) | -5%[9.22 µM] | ? | -23% | -22 | -18% | 0% | ? | -21% | 5.8µM* |
| Cc1ccccc1CNCCCSc1nnnn1-c1ccccc1 | / | / | / | / | 3% | / | i | -12% | 7% |
| CCCN(CC(=O)Nc1ccccc1OC)C(=O)Cn1c(=O)oc2ccccc21 | -62%[inhibitor] | 1% | 12% | 0 | 2% | 5% | ? | -7% | -8% |
| Nc1c(-c2ccccc2)sc2ccc3ccccc3[n+]12 | 2% | 1% | -1% | -10 | / | -5% | ? | -28% | ? |
| COc1cc(/C=C/C(=O)OCC(=O)NC(=O)NC23CC4CC(CC(C4)C2)C3)ccc1OCC#N | -2% | ? | -21% | ? | -20% | -13% | i | -19% | -5% |
| Cc1ccc(/C=C2/C(=N)N3N=C(CC(=O)N4CCCC4)SC3=NC2=O)o1 | -2% | -3% | 2% | 6 | / | 3% | ? | 4% | ? |
| Nc1ccc(Br)cc1-c1nc2ccccc2[nH]c1=O | -1% | -1% | -11% | 23 | / | -3% | i | 0% | -10% |
| COc1ccc(CCNC(=O)CC(C)(C)CC2=NS(=O)(=O)c3ccccc3N2)cc1OC | -4% | 0% | -1% | -9 | 4% | -1% | i | 0% | 2% |
| CCc1nc2ccccc2c(=O)n1NC(=O)c1c(O)c2ccccc2[nH]c1=O | 16% | ? | 11% | -1 | -3% | 7% | i | ? | 2.9µM* |
| Cc1ccc(C(=O)Nc2ccc3[nH]c(=O)c(=O)[nH]c3c2)cc1 | / | / | / | / | 8% | / | i | 11% | 20% |
| COc1cccc(C(=O)NC2=NC(c3ccccc3F)CC(=O)N2)c1 (stereo not given) | / | / | / | / | 12% | / | i | 1% | 17% |
| CC(=O)c1ccc(OCc2nnn(CC(=O)O)c2-c2ccccc2)cc1 | / | / | -1% | -69* | 15% | 22% | i | 0% | 4% |
| CCC(C)NC(=O)C1CC(=O)N(CCc2ccc(F)cc2)C1 (stereo not given) | 15% | 3% | -3% | -10 | -26% | -2% | i | 0% | -9% |
| COc1ccc([C@H]2C=C3CN(C(=O)OC(C)(C)C)S(=O)(=O)[C@H]3C[C@H]2OC(=O)c2ccc(C(F)(F)F)cc2)cc1 | 12% | 26% | 3% | 7 | 6% | 3% | i | 3% | ? |
| O=c1[nH]c(CCl)nc2cc(-c3ccc(F)cc3)sc12 | ? | ? | 15µM* | -102* | ? | 7.3µM* | i | ? | ? |

Additional records follow:
structure,SW480 rerep,MCF10A rerep,HT1080NT lethal,IL-1B inflam inh,ATXN2 expr inh,HT1080 IDH1KD tx,ATXN viability,KB-3-1 cytotox,KB-V1 cytotox
CCCC1CC(C)(C(=O)CSc2n[nH]c(-c3ccccc3)n2)OC1=O (stereo not given),-10%,-2%,-23%,16,-10%,-4%[9.24 µM],i,-22%,-21%
CC(=O)C1=C(C)OC(N)=C(C#N)C1c1cc([N+](=O)[O-])ccc1Cl (stereo not given),3.3µM*,?,16µM*,-62*,-24%,?,i,-16%,1%
CCc1cccc(C)c1NC(=O)c1cc(S(=O)(=O)N2CCCCCC2)cn1C,/,/,/,/,-2%,/,i,-2%,-1%
CCc1ccc2c(CC(=O)Nc3nnc(C4CC4)s3)coc2c1,0%[9.22 µM],?,-3%,31,-9%,-20%,i,-2%,2%
Cc1nnc2c3ccccc3nc(Nc3ccccc3C(=O)O)n12,/,/,/,/,-20%,/,i,0%,-19%
COc1ccc(OC)c(NS(=O)(=O)c2cc3c(cc2Cl)N(C(C)=O)CCO3)c1,/,/,/,/,1%,/,i,-10%,?
O=C1CNC(=O)/C1=C/c1ccc(Br)cc1,-130%[inhibitor],-2%,16%,-4,12%,13%,i,-4%,4%
COc1cc(NC(=O)c2ccnnc2)cc(C(=O)Nc2cccc(C(F)(F)F)c2)c1,2%,-4%,10%,0,-5%,-6%,?,-2%,0%
O=C(Nc1ccc(F)cc1)C(c1ccccc1)N1CCN(S(=O)(=O)c2ccccc2)CC1 (stereo not given),2%,2%,-2%,-3,-2%,2%,i,-2%,?
Cc1nc2c(-c3ccccc3)cnn2c(N2CCOCC2)c1C,-3%,24%,1%,28,113%[activator],6%,i,?,-29%

Taken from above, 2 compounds:
structure,SW480 rerep,MCF10A rerep,HT1080NT lethal,IL-1B inflam inh,ATXN2 expr inh,HT1080 IDH1KD tx,ATXN viability,KB-3-1 cytotox,KB-V1 cytotox
O=C(Nc1ccc(F)cc1)C(c1ccccc1)N1CCN(S(=O)(=O)c2ccccc2)CC1 (stereo not given),2%,2%,-2%,-3,-2%,2%,i,-2%,?
Cc1nc2c(-c3ccccc3)cnn2c(N2CCOCC2)c1C,-3%,24%,1%,28,113%[activator],6%,i,?,-29%

4 compounds from above, ordered by their value in SW480 rerep, falling:
Structure,SW480 rerep,IL-1B inflam inh
O=C(NCCC1CCCCN1S(=O)(=O)c1cccs1)C(=O)Nc1ccccc1F (stereo not given),17%,4
CCc1nc2ccccc2c(=O)n1NC(=O)c1c(O)c2ccccc2[nH]c1=O,16%,-1
Cc1cc(=O)oc2c(C)c(OCC(=O)Nc3cccnc3)ccc12,-2%,-3
COc1ccc(CCNC(=O)CC(C)(C)CC2=NS(=O)(=O)c3ccccc3N2)cc1OC,-4%,-9
